Source: PubChem BioAssay
CCR6 antag = CCR6 receptor antagonists, primary screen, cell-based, CHO-K1, luminescence, beta-arrestin, uHTS; C-C chemokine receptor type 6 (Homo sapiens), P51684; CHO-K1 CCR6 PathHunter beta-arrestin, CCL20-stimulated; inhibition, % at 20 µM; 340,000 tested, 0.49% active; AID 493098, 2011;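 active = compounds whose inhibition of the agonist-driven luminescence signal at 20 µM reaches about 50%, limit read from the data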;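 note: cells stimulated with CCL20 at 14 nM final; plate controls were DMSO with CCL20 for no effect and DMSO without agonist for full effect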
APJ ag = agonists of human apelin receptor APJ, primary screen, CHO-K1 cells, PathHunter beta-arrestin, luminescence; activation, % at 20 µM; 0% DMSO wells, 100% apelin; P35414; 330,000 tested, 0.11% active; AID 2520, 2010;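 active = activation more than six SD over the plate average, tested at 20 µM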;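 note: 0% = DMSO alone and 100% = apelin-13 at 10 nM; some results filed as inactive read as strong as hits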
Target sequence (P35414 whole entry, looked up): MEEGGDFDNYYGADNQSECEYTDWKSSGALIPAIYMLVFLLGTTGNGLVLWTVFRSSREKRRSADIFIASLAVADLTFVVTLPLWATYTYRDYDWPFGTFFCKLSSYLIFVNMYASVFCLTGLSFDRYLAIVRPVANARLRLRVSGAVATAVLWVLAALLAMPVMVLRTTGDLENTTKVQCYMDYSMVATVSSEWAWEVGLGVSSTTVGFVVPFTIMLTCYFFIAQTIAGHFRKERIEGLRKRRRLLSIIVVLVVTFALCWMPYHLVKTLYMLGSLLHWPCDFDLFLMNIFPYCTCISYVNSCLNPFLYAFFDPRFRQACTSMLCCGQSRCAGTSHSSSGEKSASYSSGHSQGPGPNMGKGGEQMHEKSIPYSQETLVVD
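Test system: CHO-K1 APJ beta-arrestin complementation cell line. Amount: cell density 1000 per well. Controls: DMSO negative, 10 nM Apelin-13 positive. Signal: luminescent beta-gal fragment complementation, chemiluminescent substrate. Read-out basis: agonist-driven arrestin binding to APJ. Timing: compound stimulation 90 min at 25 °C, detection 60 min.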
APJ antagonist = antagonists of human apelin receptor APJ, primary screen, CHO-K1 cells, beta-arrestin complementation, luminescence; P35414; inhibition, % at 20 µM; 330,000 tested, 0.32% active;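 active = inhibition above about 40% at 20 µM, limit read from the data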;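 note: cells challenged with 10 nM apelin-13 agonist together with compound; plate controls were apelin-13 plus DMSO wells for no effect and DMSO wells lacking apelin-13 for full effect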
Gli-Sufu antag = Gli-Sufu pathway antagonists, primary screen, luciferase luminescence, Sufu-KO-LIGHT cells, uHTS; 340,000 tested, 0.74% active; AID 588413, 2011; Sufu-KO-LIGHT fibroblasts, Gli luciferase reporter luminescence; inhibition, % at 5 µM;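 active = inhibition above about 55%, limit read from the data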;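 note: 0% = DMSO-treated cells and 100% = wells with medium but no cells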
ATG4B inh = ATG4B protease inhibitors, primary screen, biochemical, fluorescence, uHTS; Cysteine protease ATG4B (Homo sapiens), Q9Y4P1; inhibition, % at 8.33 µM; AID 504462, 2011; 340,000 tested, 0.51% active; ATG4B cleavage of LC3-PLA2, NBD-HPC fluorescence, 1 h; in the data active = inhibition above about 40%
CXCR6 block = CXCR6 receptor inhibitors, primary screen, cell-based, beta-arrestin, luminescence, CHO-K1 PathHunter, 1536-well; C-X-C chemokine receptor type 6 (Homo sapiens), O00574; 360,000 tested, 0.36% active; inhibition, % at 20 µM; in the data active = inhibition above about 34%, passing the limit was not always enough;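 note: antagonist mode with CXCL16 agonist at 10 nM final; 0% = 10 nM CXCL16 with DMSO and 100% = unstimulated wells without agonist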
Target sequence (O00574 whole entry, looked up): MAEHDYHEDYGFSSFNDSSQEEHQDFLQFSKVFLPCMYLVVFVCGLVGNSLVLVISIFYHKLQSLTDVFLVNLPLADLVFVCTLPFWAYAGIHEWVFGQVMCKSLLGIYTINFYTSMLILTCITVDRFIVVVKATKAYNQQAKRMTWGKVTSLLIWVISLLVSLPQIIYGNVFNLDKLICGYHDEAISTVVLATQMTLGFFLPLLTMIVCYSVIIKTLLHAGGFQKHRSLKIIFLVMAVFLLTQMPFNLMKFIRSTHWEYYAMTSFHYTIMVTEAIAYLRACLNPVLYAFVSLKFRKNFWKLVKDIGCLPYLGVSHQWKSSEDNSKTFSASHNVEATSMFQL
EBI2 block = EBI2 receptor antagonists, beta-arrestin recruitment, primary screen, cell-based, luminescence, 7a,25-OHC stimulation, uHTS. 360,000 tested, 0.81% active. AID 651636, 2012. inhibition, % at 5 µM. 7a,25-OHC stimulated; in the data active = inhibition above about 38%;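 note: enzyme fragment complementation signal reports receptor beta-arrestin coupling in cells; 0% = agonist plus DMSO wells and 100% = wells without agonist; some results beyond the cut were filed as inactive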
UBC13 inh = UBC13 polyubiquitin chain formation inhibitors, primary screen, biochemical, TR-FRET, uHTS; 330,000 tested, 0.47% active; inhibition, % at 20 µM; in the data active = inhibition above about 45%, passing the limit was not always enough
Target sequence (P61088 whole entry, looked up): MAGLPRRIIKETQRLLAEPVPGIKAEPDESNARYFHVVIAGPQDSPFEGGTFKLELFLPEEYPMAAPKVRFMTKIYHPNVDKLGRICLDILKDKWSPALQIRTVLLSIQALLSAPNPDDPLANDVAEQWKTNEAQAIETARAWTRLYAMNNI
Starred values were filed as active, the others as inactive; x = no result given.

SMILES	CCR6 antag	APJ ag	APJ antagonist	Gli-Sufu antag	ATG4B inh	CXCR6 block	EBI2 block	UBC13 inh
NC(=O)N1CCc2ccccc21	4	-3	10	-10	10	-8	-11	9
CCCC1N2CC3([N+](=O)[O-])CN1CC([N+](=O)[O-])(C2)C3(C)C (centres undefined)	-4	-4	1	30	1	-11	-10	8
COc1cccc(NC(=O)C2CCCN(S(=O)(=O)c3ccc(-n4cnnn4)cc3)C2)c1 (centres undefined)	0	4	2	-4	-11	4	-9	-6
O=C(c1cccc(F)c1)N(Cc1nc2ccccc2c(=O)[nH]1)C1CCCC1	11	0	0	-2	-8	9	4	-1
O=C(Cn1ccc2ccccc2c1=O)N1CCN(Cc2ccc3c(c2)OCO3)CC1	0	-3	-17	1	-19	-2	-10	8
CCc1nc2ccccc2c(C(=O)OCCN2C(=O)c3ccccc3C2=O)c1C	-3	-4	0	2	-10	7	13	52*
Cc1ccc(NC(=O)c2ccc(NC(=O)c3ccccc3)cc2)cc1C	7	-2	-4	0	5	3	28	7
NC(=O)CCCn1c(C(=O)c2ccc(Cl)cc2)c2ccc([N+](=O)[O-])cc2[n+]1[O-]	-5	13	-89	7	5	-15	-2	-27
O=C(CN1CCN(CC(=O)Nc2ccc(Cl)cc2)CC1)Nc1ccc(F)cc1	0	1	-1	12	1	4	20	6
O=C(C1CC1)N1CCN=C1SCc1ccccc1Cl	-2	4	1	-6	-9	-3	-4	10
COc1ccccc1N1CCN(C2CCCCC2NS(=O)(=O)c2ccc(Cl)cc2)CC1 (centres undefined)	16	-4	14	19	-2	2	18	0
c1ccc(CNc2nc(-c3ccccn3)nc3ccccc23)cc1	34	-10	20	13	-4	22	-6	11
CCC(CC)C(=O)Nc1c2c(nn1-c1ccc(OC)cc1)CS(=O)(=O)C2	0	-4	11	-2	3	-3	-11	16
CCOc1ccc(S(=O)(=O)N2CCN(S(=O)(=O)c3ccc(C(C)=O)cc3)CC2)cc1	10	-2	8	0	-5	-3	8	-3
Cc1cc(C)n2nc(C(=O)OCC(=O)Nc3ccc(C)c(S(=O)(=O)N4CCOCC4)c3)nc2n1	0	-4	0	7	-9	8	-2	-11
CCOc1ccc(NC(=O)CCC(=O)NNC(=O)NC2CCCCC2)cc1	7	6	-19	-8	11	5	-1	6
CC(C)c1nc(SCC(=O)Nc2cccc(C(=O)O)c2)c2c3c(sc2n1)CCCC3	-2	2	3	-11	68*	-2	-10	-2
CCOC(=O)Cn1c(S(=O)(=O)Cc2ccc(Cl)cc2)nc(-c2ccccc2)c1-c1ccccc1	26	-4	13	17	1	4	31	-6
O=C(NC(=O)N1CCCCC1)c1ccc(Cl)cc1	-2	-5	-2	-4	-3	4	-4	2
O=C(Nc1ccccc1-c1nnc(SCc2ccc(Cl)cc2Cl)o1)c1ccccc1	13	1	8	-6	1	-3	-5	-8
CCOc1ccc(S(=O)(=O)N2CCN(C(=O)c3cccnc3)CC2)cc1	7	3	-13	14	-14	1	-3	1
CSc1ccccc1NC(=O)CN(C)Cc1c(O)ccc2ccccc12	-5	2	12	0	3	6	4	9
Cc1cc(=O)[nH]c(/N=C(\N)Nc2cccc3ccccc23)n1	5	-3	-1	11	-1	-5	-10	-4
COc1ccc(C(O)C(CN2CCOCC2)c2ccccc2)cc1F (centres undefined)	1	-6	-7	6	-18	-8	-1	2
CCCCNC1=CC(=O)C(NCCCC)=CC1=O	19	x	x	2	6	-1	-20	x
CCOC(=O)Cn1cc(C#N)c2ccccc21	7	0	-24	-5	0	-4	3	-10
CCC1(C)Cc2c(sc3c2c(=O)n(C)c2nnc(SCc4ccc5c(c4)OCO5)n32)CO1 (centres undefined)	9	-1	18	6	14	-4	2	-24
CCc1ccccc1OCC(=O)OCC(=O)c1c(N)n(C)c(=O)n(C)c1=O	16	0	11	-8	14	2	-8	-3
CCOC(=O)c1c(NC(=O)COC(=O)Cn2cnc3ccccc32)sc2c1CCC(C)C2 (centres undefined)	-13	x	x	6	-7	-2	11	x
O=S(=O)(NCc1cccnc1)c1ccc(Br)c2ccccc12	11	-3	6	19	-3	-4	-5	-4

An excerpt from above in order of number of heavy atoms, rising:
SMILES	CCR6 antag	APJ ag	APJ antagonist	Gli-Sufu antag	ATG4B inh	CXCR6 block	EBI2 block	UBC13 inh
Cc1cc(=O)[nH]c(/N=C(\N)Nc2cccc3ccccc23)n1	5	-3	-1	11	-1	-5	-10	-4
COc1ccc(C(O)C(CN2CCOCC2)c2ccccc2)cc1F (centres undefined)	1	-6	-7	6	-18	-8	-1	2
CCC1(C)Cc2c(sc3c2c(=O)n(C)c2nnc(SCc4ccc5c(c4)OCO5)n32)CO1 (centres undefined)	9	-1	18	6	14	-4	2	-24

Later entries.
SMILES	CCR6 antag	APJ ag	APJ antagonist	Gli-Sufu antag	ATG4B inh	CXCR6 block	EBI2 block	UBC13 inh
CN(C)CCNC(=O)Cn1c(=O)c2cccn2c2ccc(F)cc21	6	-2	11	-2	-5	-1	-13	-2
O=Cc1ccc(-n2cc(C=O)c3ccccc32)cc1	-4	-3	4	5	-5	2	-5	0
O=C(Nc1nnc(Cc2ccc(Cl)cc2)s1)c1ccncc1	2	2	12	9	-5	-12	10	2
CC[C@H](C)[C@H]1CNC(=S)N1CC1CCN(CCCCc2ccccc2)CC1	16	x	x	0	x	13	-4	x
COc1cccc(Nc2ncccc2C(=O)Nc2ccccc2)c1	16	-1	-24	6	-8	6	-21	-7
Cc1ccc(NC(=O)NCc2nc3ccccc3n2C)cc1	0	-1	11	25	-8	0	-4	7
O=C(OCC(=O)N1CCOCC1)c1ccccc1OCc1ccccc1	4	-2	-5	1	-2	8	-8	6
CCOC(=O)C1CCN(S(=O)(=O)c2ccc3c(c2)N(C(C)=O)CC(C)S3)CC1 (centres undefined)	20	-2	20	50	5	1	-2	9
COc1cc(CC(=O)Nc2cccc(S(=O)(=O)N(C)c3ccccc3)c2)cc(OC)c1OC	18	2	14	4	-9	-12	-10	21
COc1ccc(CCNC(=O)c2cnn3c(C(F)F)cc(C)nc23)cc1OC	10	-4	-1	4	-1	-1	0	-4
Cc1cc(CN2C(=O)c3ccccc3C2=O)cc(N2CCOCC2)c1	17	-4	12	-4	-3	-1	-2	-6
NC(=O)c1ccc(NC(=O)COC(=O)C2COc3ccccc3O2)cc1 (centres undefined)	-6	-2	-1	2	-8	-1	1	-5
COc1ccccc1NC(=S)NC(=O)/C=C/c1ccco1	15	-5	8	5	22	9	-7	6
COc1ccccc1/C=C1\SC(=S)N(CCC(=O)NCCCN2CCOCC2)C1=O	6	-3	17	8	35	8	-2	0
O=C(CN1CCCCC1)Nc1nnc(-c2ccccc2)s1	1	0	-10	-15	-7	1	-1	-7

Part of the list above, limited to CCR6 antag.
Structure | CCR6 antag
CC(C)c1nc(SCC(=O)Nc2cccc(C(=O)O)c2)c2c3c(sc2n1)CCCC3 | -2
CCOc1ccc(S(=O)(=O)N2CCN(S(=O)(=O)c3ccc(C(C)=O)cc3)CC2)cc1 | 10
O=C(CN1CCCCC1)Nc1nnc(-c2ccccc2)s1 | 1
Cc1ccc(NC(=O)NCc2nc3ccccc3n2C)cc1 | 0
O=C(c1cccc(F)c1)N(Cc1nc2ccccc2c(=O)[nH]1)C1CCCC1 | 11

The list goes on.
SMILES	CCR6 antag	APJ ag	APJ antagonist	Gli-Sufu antag	ATG4B inh	CXCR6 block	EBI2 block	UBC13 inh
Cc1ccc(-c2c3c(=O)n(C)c(=O)n(C)c3cn2Cc2ccccc2)cc1	-14	-2	0	6	-11	13	-12	1
Cc1ccc(NC(=O)CN2CCN(Cc3ccccc3)CC2)cc1	1	-3	-1	5	0	5	-1	-1
O=C(COc1ccccc1)Nc1nnc(C23CC4CC(CC(C4)C2)C3)s1	2	-2	-5	-37	1	6	-3	0
Cc1ccc(NC(=O)CSc2nnc(CN3CCOCC3)n2C)cc1C	9	-3	10	0	4	4	1	2
O=C(CCCc1ccccn1)c1cccc2ccccc12	15	x	x	-68	3	3	10	x
COC12NC(=O)N(C)C1(OC)C(=O)N(C)C(=O)N2C (centres undefined)	-6	-1	5	4	-2	5	5	4
Cc1ccc(-c2csc3nc(C(C)C)oc(=O)c23)c(C)c1	12	-4	21	3	5	3	15	6
Cc1ccc(SCCN2C(=O)NC(C)(C)C2=O)cc1	-1	-2	20	14	-4	-1	-4	-4
COc1cc(C(=O)Nc2cc(-c3nc4cc(C)ccc4o3)ccc2C)cc(OC)c1OC	1	-2	1	7	0	16	24	2
Nc1ccccc1-c1nc2ccccc2s1	11	-6	0	-18	-6	-13	6	8
COc1ccccc1C1=NN(C(=S)Nc2ccccc2)C(c2ccco2)C1 (centres undefined)	23	-3	8	-33	-11	17	-6	-7
Nc1ccc(Cl)c(NC(=O)c2cccs2)c1	19	-2	11	-18	-7	2	-4	8
CCN(CC(=O)NC1CC1)S(=O)(=O)c1ccc(OC)cc1	8	-5	0	3	-1	1	-2	0
O=C(O)COc1ccccc1/C=N/NC(=O)CNC(=O)c1ccc(F)cc1	7	2	-6	-3	-7	5	1	-7
CC(C)CC(N)C(=O)OCc1ccc([N+](=O)[O-])cc1 (centres undefined)	-3	-1	-2	3	-6	-2	3	2

Among those listed so far, 2 contain a COOH group.
SMILES	CCR6 antag	APJ ag	APJ antagonist	Gli-Sufu antag	ATG4B inh	CXCR6 block	EBI2 block	UBC13 inh
CC(C)c1nc(SCC(=O)Nc2cccc(C(=O)O)c2)c2c3c(sc2n1)CCCC3	-2	2	3	-11	68*	-2	-10	-2
O=C(O)COc1ccccc1/C=N/NC(=O)CNC(=O)c1ccc(F)cc1	7	2	-6	-3	-7	5	1	-7

Looked up above.
In UBC13 inh, COC12NC(=O)N(C)C1(OC)C(=O)N(C)C(=O)N2C (centres undefined) is listed with 4
In UBC13 inh, Nc1ccc(Cl)c(NC(=O)c2cccs2)c1 is listed with 8
In Gli-Sufu antag, Cc1ccc(-c2csc3nc(C(C)C)oc(=O)c23)c(C)c1 is listed with 3
In CXCR6 block, O=C(CCCc1ccccn1)c1cccc2ccccc12 is listed with 3
In CCR6 antag, Cc1ccc(SCCN2C(=O)NC(C)(C)C2=O)cc1 is listed with -1

Next section:
SMILES	CCR6 antag	APJ ag	APJ antagonist	Gli-Sufu antag	ATG4B inh	CXCR6 block	EBI2 block	UBC13 inh
O=C(Nc1ccc(S(=O)(=O)NC2=NCCCCC2)cc1)c1ccc2ccccc2n1	2	-3	2	-1	3	-1	4	-3
C=C1CC2(CC(c3ccccc3)OC(c3ccccc3)C2)OC1=O (centres undefined)	30	x	x	13	-6	6	22	x
Nc1cc(S(=O)(=O)Nc2ccccc2Cl)ccc1N1CCCC1	5	-1	-10	7	0	-3	-4	0
O=C(Nc1ccc2c(c1)OCO2)c1ccccc1SCC(=O)N1CCCC1	3	-7	-12	2	-8	-1	-15	-3
O=C(c1cc(-c2cccs2)nn1-c1ccccc1)N1CCN(S(=O)(=O)c2ccccc2)CC1	16	2	-2	8	-3	5	-10	-4
O=C(NC12CC3CC(CC(C3)C1)C2)OCCNC1CCCCC1	7	1	1	7	-10	-4	-15	4
